HT1080 IDH1KD tx – toxicity to HT-1080 IDH1 knockdown cells (counter line). HT-1080 IDH1 knockdown viability, ATP luminescence, 48 h. Potency, µM (top dose mostly 46.1 µM), for the others: at the top dose activity, negative = toxicity, most hits filed as cytotoxic. 2% of 360,000 active. AID 686971;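 also: potency is read from the fitted curve at half-maximal effect; 0% = DMSO wells and -100% = cell-free medium wells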
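Using the IDH1-knockdown HT-1080 line run in the same batch and compound series as the NT line, viability after 48 h at 37 °C was determined by CellTiter-Glo luminescence and expressed as % activity.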
SW480 rerep – DNA re-replication induction in SW480 cells; SW480 DNA re-replication, Hoechst DNA content imaging, 48 h; 1.8% of 340,000 active; Potency, µM (doses to about 46.1 µM), inactives show at the top dose re-replication activation, most hits filed as activators; also: potency is read from the fitted curve at half-maximal effect; % of control where 0% means no effect; nearly all actives have a fitted effect of over 55% in size
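SW480 cells exposed to compounds for 48 hr at 37 C, 5% CO2, then Hoechst-stained 40 min. Nuclear DNA content imaged by fluorescence scanning (405 nm excitation, 500-530 nm emission); re-replication scored as increased high-intensity nuclei.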
KB-3-1 tox – kills parental KB-3-1 adenocarcinoma cells; AID 1347075; KB-3-1 viability, CellTiter-Glo ATP luminescence, 72 h; 1.4% of 400,000 active; Potency, µM (highest dose often 46.1 µM), for the others: top-dose activity change, negative = cytotoxic, usual class: cytotoxic; also: potency is read from the fitted curve at half-maximal effect; % is scaled to controls: 0 for no effect and ±100 for the full control effect; nearly all actives have a fitted effect of over 60% in size
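Cytotoxicity measured as CellTiter-Glo luminescence after 72 h at 37 C. Compound titrations were pinned onto drug-naive KB-3-1 parental adenocarcinoma cells grown in DMEM with 10% FBS, and normalized data fitted to concentration-response curves.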
IL1B secr inh – blocks inflammasome-driven IL-1 beta release; THP-1 LPS/ATP IL-1B secretion, AlphaLISA, 16 h; stronger effect = lower value; activity change, % at 57.5 µM; 4.7% of 360,000 active; in the data active = activity change below about -50%; inconclusive = mostly about -30% to -49%; also: % is scaled to controls: 0 for no effect and ±100 for the full control effect
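THP-1 cells pretreated 1 hr with compounds (up to 57.5 uM final), then stimulated with LPS (250 ng/mL final) plus ATP (1.25 mM final); secreted IL-1B measured by AlphaLISA after 16 hr, decreased signal indicating inhibition.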
WRN inhibitor – WRN helicase (human) inhibition; Q14191; Potency, µM (doses to about 114 µM), for inactives: top-dose activity change, negative = inhibition, most hits filed as inhibitors; 0.46% of 360,000 active; WRN helicase unwinding, fluorescent forked duplex, kinetic; also: potency is read from the fitted curve at half-maximal effect; % is scaled to controls: 0 for no effect and ±100 for the full control effect; nearly all actives have a fitted effect of over 55% in size
Target sequence (Q14191 whole entry, looked up): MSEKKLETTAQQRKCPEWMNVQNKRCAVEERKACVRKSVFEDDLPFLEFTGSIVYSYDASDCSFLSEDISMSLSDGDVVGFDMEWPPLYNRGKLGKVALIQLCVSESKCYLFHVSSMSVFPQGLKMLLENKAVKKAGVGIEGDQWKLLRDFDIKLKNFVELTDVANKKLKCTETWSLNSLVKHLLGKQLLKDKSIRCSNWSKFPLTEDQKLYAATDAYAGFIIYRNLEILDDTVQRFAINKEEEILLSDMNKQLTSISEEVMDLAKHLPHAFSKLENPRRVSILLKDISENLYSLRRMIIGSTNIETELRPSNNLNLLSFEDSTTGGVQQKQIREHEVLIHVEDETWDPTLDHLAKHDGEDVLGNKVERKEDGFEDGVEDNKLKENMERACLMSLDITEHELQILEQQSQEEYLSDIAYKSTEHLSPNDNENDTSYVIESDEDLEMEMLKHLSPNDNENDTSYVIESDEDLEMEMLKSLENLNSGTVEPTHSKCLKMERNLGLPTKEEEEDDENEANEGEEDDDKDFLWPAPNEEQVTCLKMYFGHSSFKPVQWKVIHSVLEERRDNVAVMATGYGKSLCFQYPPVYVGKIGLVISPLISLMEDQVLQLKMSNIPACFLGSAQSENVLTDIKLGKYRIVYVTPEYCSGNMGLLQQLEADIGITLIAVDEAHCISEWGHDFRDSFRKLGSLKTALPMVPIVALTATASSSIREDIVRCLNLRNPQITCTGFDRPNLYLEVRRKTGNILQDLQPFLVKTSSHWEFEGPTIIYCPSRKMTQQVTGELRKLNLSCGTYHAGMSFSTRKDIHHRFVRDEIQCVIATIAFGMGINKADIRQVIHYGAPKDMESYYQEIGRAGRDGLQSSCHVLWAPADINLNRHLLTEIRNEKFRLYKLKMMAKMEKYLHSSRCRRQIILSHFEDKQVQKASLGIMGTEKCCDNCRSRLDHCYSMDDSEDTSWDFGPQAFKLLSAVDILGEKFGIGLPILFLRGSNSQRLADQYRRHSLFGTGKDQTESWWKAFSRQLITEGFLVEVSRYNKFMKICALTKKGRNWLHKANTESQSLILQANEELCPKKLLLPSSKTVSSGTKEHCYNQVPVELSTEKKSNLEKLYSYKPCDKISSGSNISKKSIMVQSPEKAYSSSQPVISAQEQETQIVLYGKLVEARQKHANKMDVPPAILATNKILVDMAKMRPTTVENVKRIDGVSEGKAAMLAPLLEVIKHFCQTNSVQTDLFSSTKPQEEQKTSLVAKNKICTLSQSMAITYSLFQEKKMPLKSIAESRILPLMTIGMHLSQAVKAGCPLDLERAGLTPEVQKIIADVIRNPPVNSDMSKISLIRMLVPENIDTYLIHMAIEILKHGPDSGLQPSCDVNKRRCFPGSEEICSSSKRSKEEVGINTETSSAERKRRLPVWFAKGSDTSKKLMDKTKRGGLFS
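WRN at 20 nM final was preincubated with compound for 15 min at room temperature; reaction started with 100 nM forked duplex oligonucleotide carrying fluorophore and quencher plus 2 mM ATP (final). Unwinding followed kinetically by red fluorescence (ex 525/em 598 nm).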
KB-V1 cytotox – kills drug-selected multidrug resistant KB-V1 cells. KB-V1 MDR cells viability, CellTiter-Glo, 72 h. Potency, µM (doses to about 46.1 µM), for inactives: at the top dose activity change, negative = cytotoxicity, most hits filed as cytotoxic. 3.4% of 400,000 active. AID 1347076; also: potency is read from the fitted curve at half-maximal effect; % is scaled to controls: 0 for no effect and ±100 for the full control effect; nearly all actives have a fitted effect of over 60% in size
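KB-V1 cells (P-gp-expressing MDR subline of KB-3-1) in phenol-red-free DMEM with 10% FBS were exposed to library compounds over a concentration series for 72 h at 37 degrees C. Viability read by CellTiter-Glo luminescence; concentration-effect curves fitted after normalization.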
MCF10A rerep – DNA re-replication induction in MCF 10a cells; AID 624296; Potency, µM (highest dose often 46.1 µM), without a hit: at the highest dose activity, positive = re-replication, most hits filed as activators; MCF 10A DNA re-replication, Hoechst nuclear intensity, 48 h; 2.9% of 350,000 active; also: potency is read from the fitted curve at half-maximal effect; % of control where 0% means no effect; nearly all actives have a fitted effect of over 50% in size
ATXN2 expr inh – ATXN2 expression inhibition; Potency, µM (titrated, usually from 57 µM), for inactives: top-dose activity change, negative = inhibition, usual class: inhibitors; HEK-293 ATXN2-luciferase reporter, luminescence, 24 h; 0.72% of 360,000 active; also: potency is read from the fitted curve at half-maximal effect; % is scaled to controls: 0 for no effect and ±100 for the full control effect; nearly all actives have a fitted effect of over 55% in size
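ATXN2-luciferase reporter cells (luciferase flanked by upstream and downstream ATXN2 gene portions) were treated 24 h at 37 °C with compounds at up to 57 uM. SteadyGlo luminescence gave expression; GF-AFC fluorescence gave viability.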
HT1080-NT tox – kills 2HG-producing HT-1080-NT fibrosarcoma cells; HT-1080-NT fibrosarcoma viability, CellTiter-Glo ATP luminescence, 48 h; Potency, µM (top dose mostly 46.1 µM), for the others: at the top dose activity, negative = less viability, hits mostly cytotoxic; 1.6% of 360,000 active;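 also: NT is the 2HG producing partner of a matched IDH1 knockdown line; potency is read from the fitted curve at half-maximal effect; 0% = DMSO-treated cells and -100% = media-only wells without cells; nearly all actives have a fitted effect of over 55% in size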
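Toxicity toward the 2HG-producing NT line was scored as %Activity, normalised to DMSO and no-cell wells, from CellTiter-Glo luminescence after 48 hours' treatment.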
* = called active by the depositor; u = inconclusive; x = no result given; & = joins results of further samples; [ ] = remark or other dose. Unless noted, calls follow the shape of the dose curve; as a rule, active = well fitted curve in the direction sought with a large enough effect; inconclusive = small, poorly fitted or top-dose-only effect, or another doubt; inactive = no such curve, though single readings can be large; an effect the other way counts as inactive or inconclusive.

structure	IL1B secr inh	HT1080-NT tox	WRN inhibitor	KB-V1 cytotox	MCF10A rerep	SW480 rerep	HT1080 IDH1KD tx	KB-3-1 tox	ATXN2 expr inh
COC(=O)c1cnn(-c2ccc(F)cc2F)c1/C=N/NC(=S)NC(C)(C)C	34	-19%	-20%	-13%	1%	-1%	-3%	-8%	-13%
O=C(/C=C/c1cccc([N+](=O)[O-])c1)N1CCN(C(=O)c2ccco2)CC1	35	-2%	-4%	-15%	-1%	-4%	1%	0%	13%
CC1CCCC(NC(=O)COC(=O)c2cccnc2Cl)C1C (stereo not drawn)	14	1%	-1%	u	-9%	-2%	4%	9%	6%
COc1ccc(NC(=O)Cc2c(F)cccc2Cl)c(OC)c1	-18	14%	9%	u	0%	11%	4%	0%	12%
Cc1sc2ncnc(N(C)C3CCCCC3)c2c1C	50	-13%	-7%	-10%	u	-28%	-17%	-7%	-4%
CC(C)=CCOc1c2ccoc2c(OCC=C(C)C)c2oc(=O)ccc12	36	u	-7%	-25%	u	6%	-14%	-13%	-35%
CCc1ccccc1NC(=O)CN(c1ccc(OC)cc1OC)S(=O)(=O)c1ccccc1[N+](=O)[O-]	u	-10%	-11%	-14%	-11%	-4%	-10%	-18%	-23%
CC(=O)c1c(C)[nH]c(C(=O)C(C)Sc2nnc(NC3CC3)s2)c1C (stereo not drawn)	27	4%	-3%	x	18µM*	-2%	-27%	x	-12%
Cn1c(Cn2nnc3ccccc32)nnc1SCC(N)=O	24	9%	4%	10%	2%	1%	11%	8%	1%
O=C(C1CCN(S(=O)(=O)c2cccc3nsnc23)CC1)N1CC=C(c2ccccc2)CC1	8	-7%	-4%[57.1 µM]	-13%	u	3%	-16%	-2%	-15%
Cc1ccc(-n2c(N)cc(=O)nc2SCC(=O)N2CCN(c3ccccc3)CC2)cc1	-7	2%	2%	8%	2%	2%	2%	6%	2%
O=C1c2cccc3cc([N+](=O)[O-])cc(c23)C(=O)N1/N=C/c1ccc(O)cc1O	-96*	u	u	-2%	18%	13µM*	-28%	-16%	-32%
O=C(COc1ccccc1F)OCC(=O)N1CCc2ccccc21	26	8%	-5%	-11%	-3%	-27%	8%	0%	-17%
O=C(NCC1(N2CCCCC2)CCCCC1)c1cccc(S(=O)(=O)Nc2ccc(F)cc2)c1	-9	-2%	8%	-18%	u	5%	-8%	-12%	-26%
Cc1ccc(S(=O)(=O)N(CC(=O)N2CCOCC2)CC(=O)N2CCOCC2)cc1	2	16%	3%	5%	1%	-6%	3%	11%	-39%
CC(=O)O[C@@H]1[C@@H](O)[C@@H](O)[C@H](Oc2c(-c3ccc(O)cc3)oc3c(CC=C(C)C)c(O)cc(O)c3c2=O)O[C@H]1C	-9	u	-1%	21%	4%	5%	u	0%	u
Fc1ccccc1COc1ccc(/C=N/NC(=S)NCc2ccccc2)cc1	-6	-9%	-3%	-3%	u	u	-7%	-2%	-6%
CCOc1ccc(C(=S)NC2CCCCC2)cc1OC	0	4%	-2%	16µM*	u	-3%	0%	5%	13%
COc1ccc(CCNC(=O)C2CCN(S(=O)(=O)c3ccc(C)cc3)CC2)cc1	0	11%	2%	-4%	0%	1%	0%	-21%	u
CCOC(=O)C1=C(C)Nc2ncnn2C1c1cc(Br)ccc1F (stereo not drawn)	13	-8%	12%	21µM*	u	-4%[9.22 µM]	u	u	-20%
CCCCCC(=O)N1C[C@H](n2cc(COC(=O)c3ccccc3)nn2)[C@@H](O)C[C@@H]1c1ccc(Cl)cc1	-1	u	-4%	28%	x	x	u	13%	u
Cc1cc(NS(=O)(=O)c2ccc(NC(=O)C(C(C)C)N3C(=O)c4ccccc4C3=O)cc2)nc(C)n1 (stereo not drawn)	40	-5%	-12%[57.1 µM]	13%	13%	5%	9%[9.24 µM]	20%	1%
COc1ccc(CCNCC(=O)N2C(C)CCCC2C)cc1OC (stereo not drawn)	-15	3%	-8%	-3%	-2%	u	8%	10%	-13%
COc1c2occc2c(OC)c2c(=O)cc(C)oc12	-14	0%	2%	-9%	3%	-11%	-2%	0%	3%&-2%
Cn1c(S(=O)(=O)Cc2ccc(Cl)cc2)nc2ccccc21	-6	19%	-12%	0%	-6%	-4%	23%	-11%	7%

IL1B secr inh: what is marked active above.
Molecule	IL1B secr inh	WRN inhibitor	SW480 rerep
O=C1c2cccc3cc([N+](=O)[O-])cc(c23)C(=O)N1/N=C/c1ccc(O)cc1O	-96*	u	13µM*

Later entries.
structure	IL1B secr inh	HT1080-NT tox	WRN inhibitor	KB-V1 cytotox	MCF10A rerep	SW480 rerep	HT1080 IDH1KD tx	KB-3-1 tox	ATXN2 expr inh
O=S(=O)(Nc1nc2c(s1)CCCC2)c1ccc(F)cc1	17	7%	-2%	1%	-4%	-4%	6%	-4%	46%[activator]
COc1ccc(C(=O)Nc2ccc(NC(=O)C3CC3)cn2)cc1	24	5%	-20%	-2%	5%	-15%	7%	-18%	4%
COc1cc(C)ccc1OCCCOc1c(Cl)cccc1Cl	8	17%	-25%[57.1 µM]	17%	15%	-3%	16%	13%	15%
CCOC(=O)Cc1cc(=O)[nH]c(Nc2nc3ccccc3o2)n1	11	-25%	-11%	u	7%	1%	-1%	-15%	-7%
CCCCN(CC(=O)NC1CCCC1)C(=O)C(=O)Nc1ccc2c(c1)OCCO2	0	15%	-1%	-27%	-4%	-4%	16%	1%	-26%
CN1CCCC1=Nc1c2c(nc3ccccc13)N(C)CC2	0	3%	3%	-24%	11%	-3%	-17%	-4%	-15%
O=C(COC(=O)Cc1cccc(C(F)(F)F)c1)Nc1ccc2[nH]c(=O)[nH]c2c1	15	0%	-8%	4%	-3%	-9%	6%	0%	9%
C[C@H](CO)N1C[C@H](C)[C@@H](CN(C)Cc2ccncc2)Oc2c(NS(=O)(=O)c3cn(C)cn3)cccc2C1=O	28	11%	5%	u	0%	-9%	8%	22%	7%
COc1ccccc1-n1c(=O)oc2ccc(Cl)cc2c1=O	-20	2.9µM*	-25%	u	6.5µM*	15%	2.9µM*	u	-26%
Cc1ccc(OCCC(=O)Nc2ccc(S(=O)(=O)N3CCCC3)cc2)cc1	u	-6%	-7%	-12%	0%	u	-8%	-1%	-27%
COc1ccccc1NC(=O)CC1C(=O)NCCN1C(=O)Nc1ccc(Cl)c(Cl)c1 (stereo not drawn)	x	16µM*	-6%	-2%	9%	4%	u	u	17%
C/C(=N\NC(=S)NCc1ccccc1)c1ccc(C#N)cc1	0	3%	5%	0%	8%	-27%	-2%	-8%	-6%
CN(CC(=O)Nc1ccc(F)cc1)C(=O)COC(=O)/C=C/c1cccs1	7	2%	9%	12%	1%	-5%	3%	0%	-4%
O=C(CCC(=O)OCC(=O)c1ccc(-c2ccccc2)cc1)Nc1cccc(Cl)c1	-2	-1%	-2%	10%	430%[0.0737 µM]	-17%	12%	-9%	15%
O=C(CN1CCCCCC1)Nc1ccccc1F	-8	18%	-9%	-2%	u	-1%	18%	-7%	-1%
O=[N+]([O-])c1cccc(S(=O)(=O)N2CCCCC2)c1	-1	-9%	8%	19%	-2%	-3%	-4%	4%	x
CCOC(=O)N1CCN(c2nc3ccccc3n3cnnc23)CC1	-27	6%	-5%	-4%	-1%	2%	23%	3%	x
CSCCC(NC(=O)c1ccccc1Br)C(=O)NNC(=O)c1ccncc1 (stereo not drawn)	1	-1%[9.24 µM]	3%	14%	-8%	5%	0%	-6%	0%
Cc1ccc(CNC(=O)NC2CCCCC2)cc1	-23	12%	-7%	19%	1%	-18%	9%	5%	35%
CC(C#N)Sc1nnc(-c2ccccc2F)n1C1CC1 (stereo not drawn)	-13	-4%	-4%	27%	-2%	-28%	-5%	-3%	-12%

Pulled by structure from the entries so far:
structure	IL1B secr inh	HT1080-NT tox	WRN inhibitor	KB-V1 cytotox	MCF10A rerep	SW480 rerep	HT1080 IDH1KD tx	KB-3-1 tox	ATXN2 expr inh
COc1ccc(C(=O)Nc2ccc(NC(=O)C3CC3)cn2)cc1	24	5%	-20%	-2%	5%	-15%	7%	-18%	4%
Cc1ccc(CNC(=O)NC2CCCCC2)cc1	-23	12%	-7%	19%	1%	-18%	9%	5%	35%
CCCCN(CC(=O)NC1CCCC1)C(=O)C(=O)Nc1ccc2c(c1)OCCO2	0	15%	-1%	-27%	-4%	-4%	16%	1%	-26%
O=[N+]([O-])c1cccc(S(=O)(=O)N2CCCCC2)c1	-1	-9%	8%	19%	-2%	-3%	-4%	4%	x

Rows are unselected. Share with any hit: about 12%.
